GAA inhib = qHTS Assay for Inhibitors of Human alpha-Glucosidase as a Potential Chaperone Treatment of Pompe Disease. Lysosomal alpha-glucosidase (Homo sapiens), P10253. purified human GAA, 4-MU-alpha-glucoside fluorescence. Potency, µM (titrated, usually from 76.9 µM), for inactives: at the highest dose activity change, negative = inhibition, usual class: inhibitors. actives 0.005% (n = 200,000);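 also: potency is read from the fitted curve at half-maximal effect; plate controls were uninhibited enzyme wells for no effect and no-enzyme background for full effect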
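Activity normalized between no-enzyme (basal) and enzyme-only wells. Conditions: 4 nM human enzyme, 400 uM fluorogenic substrate, citrate/phosphate pH 5.0 with Tween-20, 20 min room temperature, compounds up to 77 uM.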
GAA glycogen mod = qHTS Assay for Inhibitors and Activators of Human alpha-Glucosidase Cleavage of Glycogen; recombinant GAA, glycogen substrate, Amplex Red glucose oxidase fluorescence; Potency, µM (series often up to 76.4 µM), without a hit: top-dose activity change, negative = inhibition, most hits filed as inhibitors; actives 0.38% (n = 300,000); AID 2100, 2009;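 also: potency is read from the fitted curve at half-maximal effect; 0% = full enzyme reaction and -100% = no-enzyme basal signal; the screen sought inhibitors and activators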
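qHTS, 1536-well; enzyme 4 nM final; cpd up to 77 uM; substrate bovine liver glycogen 30 ug; 50 mM citrate/phosphate pH 5.0, 0.01% Tween-20; 37 C, 40 min; Amplex Red detection 45 min RT; Hill fit → AC50.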
HttQ103 aggreg = qHTS Multiplex Assay to Identify Dual Action Probes in a Cell Model of Huntington: Aggregate Formation (GFP). PC12 HttQ103-GFP aggregates, Acumen cytometry, 40 h. Potency, µM (top dose mostly 46.1 µM), for the others: at the top dose activity change, negative = inhibition, usual class: inhibitors. actives 1.1% (n = 220,000); also: potency is read from the fitted curve at half-maximal effect; % is scaled to controls: 0 for no effect and ±100 for the full control effect; nearly all actives have a fitted effect of over 60% in size
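Steps: seed 1500 PC12 HTTQ103-GFP cells/well; add tebufenozide, 100 nM final; add compound titration; add ATPLite reagent; quantify GFP aggregates by laser scanning cytometry.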
HTT cytoprotect = qHTS Multiplex Assay to Identify Dual Action Probes in a Cell Model of Huntington: Cytoprotection (ATP). AID 1471, 2008. PC12 HTT-Q103 induced, cytoprotection, ATP luminescence, 40 h. Potency, µM (top dose mostly 56.4 µM), without a hit: cytoprotection (ATP increase), usual class: activators. actives 0.14% (n = 230,000);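 also: potency is read from the fitted curve at half-maximal effect; % of control where 0% means no effect; nearly all actives have a fitted effect of over 45% in size; toxic huntingtin expression switched on by the ecdysone agonist tebufenozide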
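Quantitative HTS on tebufenozide-induced (100 nM) PC12 cells expressing HTTQ103 exon 1–GFP; compounds tested as a concentration series; survival measured via cellular ATP.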
CBFb RUNX1 block = qHTS Assay for Compounds Blocking the Interaction Between CBF-beta and RUNX1 for the Treatment of Acute Myeloid Leukemia; 230,000 tested, under 10 active; Runt-related transcription factor 1 (Homo sapiens) + Core-binding factor subunit beta …; Potency, µM (titrated, usually from 59.8 µM), without a hit: at the highest dose activity, negative = inhibition, usual class: inhibitors; AlphaScreen CBFb-His/RUNX1-biotin binding, biochemical; AID 1477, 2009; also: % of control where 0% means no effect
Target sequence (Q01196 whole entry, looked up): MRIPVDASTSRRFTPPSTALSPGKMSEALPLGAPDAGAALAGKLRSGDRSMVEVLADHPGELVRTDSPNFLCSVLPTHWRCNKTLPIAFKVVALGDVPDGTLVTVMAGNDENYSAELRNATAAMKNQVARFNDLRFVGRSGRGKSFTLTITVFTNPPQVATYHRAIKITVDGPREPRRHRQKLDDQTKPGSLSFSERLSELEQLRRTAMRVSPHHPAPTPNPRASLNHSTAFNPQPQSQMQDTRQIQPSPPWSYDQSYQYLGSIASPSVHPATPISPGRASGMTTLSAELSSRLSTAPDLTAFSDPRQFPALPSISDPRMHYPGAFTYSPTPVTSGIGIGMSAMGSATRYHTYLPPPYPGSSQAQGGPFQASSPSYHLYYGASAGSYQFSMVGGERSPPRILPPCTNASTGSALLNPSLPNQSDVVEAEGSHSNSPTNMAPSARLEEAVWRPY
Target sequence (Q13951 whole entry, looked up): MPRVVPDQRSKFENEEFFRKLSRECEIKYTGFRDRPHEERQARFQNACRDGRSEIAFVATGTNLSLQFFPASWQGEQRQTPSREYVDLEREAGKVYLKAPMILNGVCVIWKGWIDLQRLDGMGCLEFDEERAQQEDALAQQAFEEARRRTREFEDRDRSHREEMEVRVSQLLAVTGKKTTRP
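AlphaScreen binding: CBFb-His and RUNX1-biotin (30 nM each) preincubated 20 min, compound added for 15 min, then nickel and streptavidin beads for 90 min, all at room temperature. Disruption of the interaction by any mechanism counts as activity.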
GAA spleen mod = qHTS Assay for Inhibitors and Activators of Human alpha-Glucosidase From Spleen Homogenate | Lysosomal alpha-glucosidase (Homo sapiens), P10253 | human spleen homogenate, 4-MU-alpha-glucoside fluorescence | Potency, µM (top dose mostly 79.9 µM), without a hit: at the top dose activity change, negative = inhibition, actives largely listed as inhibitors | actives 0.006% (n = 240,000) | AID 2112, 2009;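 also: potency is read from the fitted curve at half-maximal effect; 0% = enzyme with vehicle and -100% = no enzyme basal signal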
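Human spleen homogenate (1 ug) with 4-methylumbelliferyl-alpha-D-glucopyranoside (1 mM final) in 50 mM citrate/phosphate pH 5.0, 0.01% Tween-20; 40 min at 37 C. Stopped at pH 10; 4-MU fluorescence Ex 365/Em 440 nm; AC50 by Hill fit.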
LMNA splice mod = qHTS Assay for Modulators of Lamin A Splicing. HeLa LMNA splicing GFP/RFP minigene ratio, 48 h. Potency, µM (top dose mostly 46.1 µM), for the others: top-dose ratio change, negative = inhibition, hits mostly inhibitors. actives 0.01% (n = 200,000). AID 1487, 2009; active = well fitted inhibition curve with a large enough effect in the signal ratio, with a control signal flat, not every such curve was filed as active; inconclusive = small, poorly fitted or top-dose-only effect, or effect the other way, or a change in a side signal; the % refers to the signal ratio; also: potency is read from the fitted curve at half-maximal effect; % is scaled to controls: 0 for no effect and ±100 for the full control effect
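S3 HeLa cells stably expressing lamin A-EGFP splicing minigene plus DsRed2, 600 cells/well, 48 h compound exposure at 37C. Laser-scanning cytometry; analysed as GFP (500-530 nm)/RFP (575-640 nm) total intensity ratio; 0.5% DMSO vehicle.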
The depositor's hits bear a star; [ ] = dose if it differs, or a comment. Unless noted, calls follow the shape of the dose curve; as a rule, active = well fitted curve in the direction sought with a large enough effect; inconclusive = small, poorly fitted or top-dose-only effect, or another doubt; inactive = no such curve, though single readings can be large; an effect the other way counts as inactive or inconclusive.

Cc1ccc(C)c2sc(NC(=O)c3nc4ccccc4s3)nc12 was read as GAA inhib -7%, GAA glycogen mod 2%, HttQ103 aggreg -22%, CBFb RUNX1 block 1%[2.36 µM], GAA spleen mod -2% and LMNA splice mod inconclusive.
Screening O=C(COC(=O)CC1CC2CCC1C2)NC(=O)NC1CCCC1 (centres undefined) returned GAA inhib -2%, GAA glycogen mod -16%, HttQ103 aggreg 0%, HTT cytoprotect -1%[10 µM], CBFb RUNX1 block 1%, GAA spleen mod 4% and LMNA splice mod 14%[46 µM].
Screening COc1ccc2nc(NC(=O)c3ccc(-n4nc(C)cc4C)cc3)sc2c1 returned GAA inhib inconclusive, GAA glycogen mod 14%, HttQ103 aggreg 11%, HTT cytoprotect -10%, CBFb RUNX1 block 6%, GAA spleen mod 12% and LMNA splice mod 2%.
CCN1CCN(C(=O)Cn2ncc3ccsc3c2=O)CC1 was read as GAA inhib -10%, GAA glycogen mod 4%, HttQ103 aggreg -7%, HTT cytoprotect -7%[10 µM], CBFb RUNX1 block 17%, GAA spleen mod -5% and LMNA splice mod -10%.
`COc1cccc(-c2nc(=S)c3c(n2CCCO)CCCC3)c1` gave GAA inhib -3%, GAA glycogen mod 0%, HttQ103 aggreg -17%, HTT cytoprotect -16%[0.074 µM], CBFb RUNX1 block 2%, GAA spleen mod 4% and LMNA splice mod -2%.
Screening COc1ccc(Cl)cc1NC(=O)CN1C(=O)CSC1=O returned GAA inhib -1%, GAA glycogen mod -9%, HttQ103 aggreg -5%, HTT cytoprotect -10%[10 µM], CBFb RUNX1 block 7%, GAA spleen mod -6% and LMNA splice mod 1%.
CCOc1cc(C)nc(N2CCCC(C(=O)NCc3ccccc3F)C2)n1 (centres undefined) was read as GAA inhib -4%, GAA glycogen mod -10%, HttQ103 aggreg -12%, HTT cytoprotect 14%[10 µM], CBFb RUNX1 block 9%, GAA spleen mod 1% and LMNA splice mod 4%.
`COC(=O)c1ccc(NC2CC(=O)N(c3ccccc3C)C2=O)cc1` (centres undefined) gave GAA inhib -5%, GAA glycogen mod -1%, HttQ103 aggreg -2%, HTT cytoprotect -5%, CBFb RUNX1 block 0%, GAA spleen mod -11% and LMNA splice mod -11%.
`COc1ccc(N2CC(C(=O)Nc3nnc(SCC(=O)c4ccccc4)s3)CC2=O)cc1` (centres undefined) gave GAA inhib 0%, GAA glycogen mod -3%, HttQ103 aggreg 32%, HTT cytoprotect 7%[10 µM], CBFb RUNX1 block inconclusive, GAA spleen mod 2% and LMNA splice mod 6%.
Screening CCS(=O)(=O)N1Cc2ccccc2CC1C(=O)Nc1nc2c(C)cccc2s1 (centres undefined) returned GAA inhib -4%, GAA glycogen mod -15%, HttQ103 aggreg -31%, HTT cytoprotect 30%[0.074 µM], CBFb RUNX1 block -1%, GAA spleen mod -5% and LMNA splice mod inconclusive.
`CCCn1c(NCc2cccc(OC)c2OC)nc2ccccc21` gave GAA inhib -4%, GAA glycogen mod 5%, HttQ103 aggreg 9%, HTT cytoprotect -9%, CBFb RUNX1 block 6%, GAA spleen mod -3% and LMNA splice mod -8%.
`CCOc1cc(/C=C(\C#N)C(=O)Nc2ccccc2[N+](=O)[O-])ccc1OCc1cccc2ccccc12` gave GAA inhib 6%, GAA glycogen mod 7%, HttQ103 aggreg 10%, HTT cytoprotect -41%[10 µM], CBFb RUNX1 block -4% and GAA spleen mod -3%.
C/C(=N\Nc1cccc2cccnc12)c1ccc(C)cc1 was read as GAA inhib 1%, GAA glycogen mod -22%, HttQ103 aggreg 8%, HTT cytoprotect 32%, CBFb RUNX1 block -14% and GAA spleen mod 3%.
CCc1ccc(/C=N/Nc2ncnc3nc[nH]c23)cc1 was read as GAA glycogen mod -7%, HttQ103 aggreg 10%[9.22 µM], HTT cytoprotect -21%[10 µM], CBFb RUNX1 block 9% and GAA spleen mod -3%.
`O=C1Nc2ccccc2/C1=N\N=C\c1ccc(O)c(O)c1` gave GAA inhib -14%, GAA glycogen mod 6.3µM*, HttQ103 aggreg -2%[9.22 µM], HTT cytoprotect -42%[10 µM], CBFb RUNX1 block -4% and GAA spleen mod -14%.

Two entries picked at random from those above:
Screening O=C(COC(=O)CC1CC2CCC1C2)NC(=O)NC1CCCC1 (centres undefined) returned GAA inhib -2%, GAA glycogen mod -16%, HttQ103 aggreg 0%, HTT cytoprotect -1%[10 µM], CBFb RUNX1 block 1%, GAA spleen mod 4% and LMNA splice mod 14%[46 µM].
CCOc1cc(C)nc(N2CCCC(C(=O)NCc3ccccc3F)C2)n1 (centres undefined) was read as GAA inhib -4%, GAA glycogen mod -10%, HttQ103 aggreg -12%, HTT cytoprotect 14%[10 µM], CBFb RUNX1 block 9%, GAA spleen mod 1% and LMNA splice mod 4%.

Following part.
Screening Nc1ccc(S(=O)(=O)NC2=NCCCCC2)cc1 returned GAA inhib -7%[15.4 µM], GAA glycogen mod -8%, HttQ103 aggreg -5%[9.22 µM], HTT cytoprotect 16%[10 µM], CBFb RUNX1 block 5% and GAA spleen mod 1%.
For CCC/C=C(\CCC)C(NS(=O)(=O)c1cccc2cccnc12)c1ccc(C(=O)OC)cc1 (centres undefined) the results were GAA inhib -7%, GAA glycogen mod -13%, HttQ103 aggreg 32%, HTT cytoprotect 23%, CBFb RUNX1 block 0%[2.36 µM], GAA spleen mod inconclusive and LMNA splice mod inconclusive.
CCN(CC)C(=O)c1cn(C)c2ccc(S(=O)(=O)N(CC)CC)cc2c1=O was read as GAA inhib -6%, GAA glycogen mod -1%, HttQ103 aggreg -4%, HTT cytoprotect -1%, CBFb RUNX1 block inconclusive, GAA spleen mod -9% and LMNA splice mod 1%.
For CCCCC(=O)c1c(O)c2ccccc2oc1=O the results were GAA inhib -1%, GAA glycogen mod 7%, HttQ103 aggreg inconclusive, HTT cytoprotect -11%, CBFb RUNX1 block 0%, GAA spleen mod -10% and LMNA splice mod inconclusive.
Cc1cc(C)c(S(C)(=O)=O)c(=O)[nH]1 was read as GAA inhib 1%, GAA glycogen mod 7%, HttQ103 aggreg -8%, HTT cytoprotect -18%, CBFb RUNX1 block 6% and GAA spleen mod -10%.
O=C(CNS(=O)(=O)c1ccccc1)NCc1cccnc1 was read as GAA inhib -3%, GAA glycogen mod -4%, HttQ103 aggreg -17%[9.22 µM], HTT cytoprotect -1%[10 µM], CBFb RUNX1 block 13% and GAA spleen mod -2%.
CCOc1ccc(C(C)=O)cc1CC(C(N)=O)C(N)=O was read as GAA inhib -10%, GAA glycogen mod 8%, HttQ103 aggreg 5%[9.22 µM], HTT cytoprotect 9%, CBFb RUNX1 block -3%, GAA spleen mod 5% and LMNA splice mod 11%.
Screening CCOC(=O)N1CCN(C(=O)CSc2ncnc3ccccc23)CC1 returned GAA inhib -2%, GAA glycogen mod 3%, HttQ103 aggreg 0%, HTT cytoprotect 27%[10 µM], CBFb RUNX1 block 6%, GAA spleen mod -9% and LMNA splice mod inconclusive.
Screening CCc1cccc(NC(=O)CCC(=O)O)c1 returned GAA inhib 7%, GAA glycogen mod -3%, HttQ103 aggreg 0%, HTT cytoprotect -7%[10 µM], CBFb RUNX1 block -1%, GAA spleen mod 6% and LMNA splice mod -14%.
For O=C(CSCCNS(=O)(=O)c1ccccc1)Nc1ccccc1 the results were GAA inhib 3%[15.4 µM], GAA glycogen mod -4%, HttQ103 aggreg -5%, HTT cytoprotect 2%, CBFb RUNX1 block 4%, GAA spleen mod 2% and LMNA splice mod 3%.
`N=C(N)CCCOc1ccccc1-c1ccccc1` gave GAA inhib 3%, GAA glycogen mod -1%, HttQ103 aggreg -3%, HTT cytoprotect 28%[10 µM], CBFb RUNX1 block -12%, GAA spleen mod 0% and LMNA splice mod inconclusive.
`Cc1c(C(=O)OC(C)C)sc2nc[nH]c(=O)c12` gave GAA inhib 3%, GAA glycogen mod 11%, HttQ103 aggreg 3%, HTT cytoprotect -22%, CBFb RUNX1 block -1%, GAA spleen mod -1% and LMNA splice mod -13%.
`O=C(CSc1nnc(-c2ccco2)n1CC1CCCO1)c1ccc(F)cc1` (centres undefined) gave GAA inhib -11%, GAA glycogen mod 10%, HttQ103 aggreg -4%, HTT cytoprotect -11%, CBFb RUNX1 block 3%, GAA spleen mod 0% and LMNA splice mod 6%.
For COC(=O)C(C)(C(=O)OC)c1ccccc1[N+](=O)[O-] the results were GAA inhib -1%, GAA glycogen mod -1%, HttQ103 aggreg -5%, HTT cytoprotect -6%, CBFb RUNX1 block 9%, GAA spleen mod 1% and LMNA splice mod 4%.
Screening Cc1cc(=O)oc2cc(OCC(=O)c3ccc4c(c3)NC(=O)CO4)ccc12 returned GAA inhib 1%, GAA glycogen mod 8%, HttQ103 aggreg 8%, HTT cytoprotect -34%[inhibitor] and CBFb RUNX1 block 7%.
Cc1ccc(-c2nc3c(c(=O)c4ccccc4n3C)c(=O)n2-c2ccccc2)cc1 was read as GAA inhib 5%, GAA glycogen mod -11%, HttQ103 aggreg -2%, HTT cytoprotect 8%[10 µM], CBFb RUNX1 block -1%, GAA spleen mod 7% and LMNA splice mod 2%.
Screening O=C(Nc1cc(C(F)(F)F)ccc1N1CCCCC1)c1ccc(Br)o1 returned GAA inhib -25%, GAA glycogen mod 10%, HttQ103 aggreg -5%, HTT cytoprotect 8%, CBFb RUNX1 block 3%, GAA spleen mod -8% and LMNA splice mod 15%.
Cc1ccc(-c2ccc(=O)n(CC(=O)Nc3cccc(C(=O)N4CCN(C)CC4)c3)n2)cc1 was read as GAA inhib -3%, GAA glycogen mod 9%, HttQ103 aggreg 8%, HTT cytoprotect 7%, CBFb RUNX1 block 3%, GAA spleen mod 1% and LMNA splice mod -5%.
For CCc1ccc2c(c1)C(NC(C)=O)C(=O)N2CC (centres undefined) the results were GAA inhib 2%, GAA glycogen mod inconclusive, HttQ103 aggreg 5%, HTT cytoprotect 21%[10 µM], CBFb RUNX1 block -5%, GAA spleen mod 0% and LMNA splice mod -6%.

Compound activity deposited in PubChem by National Center for Advancing Translational Sciences (NCATS).
